HttQ103 aggreg: reduces HttQ103-GFP aggregates in PC12 cells. PC12 HttQ103-GFP aggregates, Acumen cytometry, 40 h. AID 1688. Potency, µM (highest dose often 46.1 µM), for the others: top-dose activity change, negative = inhibition, most hits filed as inhibitors. 220,000 compounds, 1.1% hits; also: % is scaled to controls: 0 for no effect and ±100 for the full control effect; nearly all actives have a fitted effect of over 60% in size
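Steps: seed 1500 PC12 HTTQ103-GFP cells/well; add tebufenozide, 100 nM final; add compound titration; add ATPLite reagent; quantify GFP aggregates by laser scanning cytometry.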
GAA inh: inhibitors of human lysosomal alpha-glucosidase. 200,000 compounds, 0.005% hits. P10253. Potency, µM (titrated, usually from 76.9 µM), for the others: at the highest dose activity change, negative = inhibition, actives largely listed as inhibitors. purified human GAA, 4-MU-alpha-glucoside fluorescence;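 also: plate controls were uninhibited enzyme wells for no effect and no-enzyme background for full effect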
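Human enzyme at 4 nM with 400 uM 4-methylumbelliferyl-alpha-D-pyranoside, citrate/phosphate buffer pH 5.0, 0.005% Tween-20, 20 min at room temperature. Compounds up to 77 uM. 4-MU fluorescence (Ex 365/Em 440) read after NaOH/glycine stop; AC50 from Hill fit.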
HTT cytoprotect: protects HTT-Q103 PC12 cells, measured by ATP | 230,000 compounds, 0.14% hits | PC12 HTT-Q103 induced, cytoprotection, ATP luminescence, 40 h | Potency, µM (series often up to 56.4 µM), for the others: cytoprotection (ATP increase), actives largely listed as activators | AID 1471;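 also: % of control where 0% means no effect; nearly all actives have a fitted effect of over 45% in size; toxic huntingtin expression switched on by the ecdysone agonist tebufenozide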
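Stable PC12 Q103-GFP cells in serum-supplemented, phenol red-free DMEM; induction by tebufenozide at 100 nM final; compound dose series; cell viability quantified luminescently from ATP.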
GAA glycogen mod: alters human alpha-glucosidase cleavage of glycogen; P10253; recombinant GAA, glycogen substrate, Amplex Red glucose oxidase fluorescence; Potency, µM (highest dose often 76.4 µM), inactives show at the top dose activity change, negative = inhibition, actives largely listed as inhibitors; 300,000 compounds, 0.38% hits;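 also: 0% = full enzyme reaction and -100% = no-enzyme basal signal; the screen sought inhibitors and activators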
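Recombinant human enzyme (4 nM); glycogen substrate; 37 C, 40 min, pH 5.0. Readout: coupled glucose oxidase/Amplex Red fluorescence.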
GAA spleen mod: lysosomal alpha-glucosidase (human) modulation; human spleen homogenate, 4-MU-alpha-glucoside fluorescence; Potency, µM (top dose mostly 79.9 µM), without a hit: top-dose activity change, negative = inhibition, most hits filed as inhibitors; 240,000 compounds, 0.006% hits; AID 2112;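 also: 0% = enzyme with vehicle and -100% = no enzyme basal signal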
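Human spleen homogenate (1 ug) with 4-methylumbelliferyl-alpha-D-glucopyranoside (1 mM final) in 50 mM citrate/phosphate pH 5.0, 0.01% Tween-20; 40 min at 37 C. Stopped at pH 10; 4-MU fluorescence Ex 365/Em 440 nm; AC50 by Hill fit.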
GoLoco inh red: inhibitors of human Gai1-RGS12 GoLoco interaction (red fluorophore); AID 880; P63096; Potency, µM (highest dose often 61.6 µM), without a hit: at the top dose activity, negative = inhibition, most hits filed as inhibitors; Gai1:RGS12 GoLoco peptide FP, rhodamine, 10 min; 230,000 compounds, 0.44% hits; active = well fitted inhibition curve with a large enough effect, not every such curve was filed as active; inactive = no such curve, though single readings can be large or run the other way; also: % is scaled to controls: 0 for no effect and ±100 for the full control effect; nearly all actives have a fitted effect of over 30% in size; many of its hits are not listed in these tables
Target sequence (P63096 whole entry, looked up): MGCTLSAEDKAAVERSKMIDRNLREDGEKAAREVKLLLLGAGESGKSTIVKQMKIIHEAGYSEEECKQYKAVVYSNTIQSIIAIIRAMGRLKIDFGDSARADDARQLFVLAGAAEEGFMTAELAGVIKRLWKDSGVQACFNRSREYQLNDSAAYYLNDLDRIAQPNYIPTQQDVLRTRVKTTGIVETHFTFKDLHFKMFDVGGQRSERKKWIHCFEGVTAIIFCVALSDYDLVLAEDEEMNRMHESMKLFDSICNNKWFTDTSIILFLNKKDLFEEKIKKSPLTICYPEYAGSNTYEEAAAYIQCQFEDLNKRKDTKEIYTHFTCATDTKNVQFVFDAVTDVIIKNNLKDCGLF
IMPase Li inh: IMPase inhibition in cells with lithium potentiation. CHO-M1 cells, IP1 TR-FRET (IP-One), carbachol + lithium. 210,000 compounds, 0.35% hits. Potency, µM (doses to about 59.4 µM), inactives show top-dose activity, negative = IMPase inhibition, actives largely listed as inhibitors;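 also: IP1 builds up when IMPase is blocked and the TR-FRET signal falls; plate controls were basal vehicle for no effect and high inhibitor control for full effect; nearly all actives have a fitted effect of over 50% in size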
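Steps: plate 2000 CHO-M1 cells per well and culture 16–30 h; add compound and lithium; incubate 30 min, 37C; add d2-IP1 tracer and Eu cryptate anti-IP1 antibody in lysis buffer; read after 10 min at room temperature.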
Starred values were filed as active, the others as inactive; ? = inconclusive; . = no result given; & = joins results of further samples; [ ] = dose if it differs, or a comment. Unless noted, calls follow the shape of the dose curve; as a rule, active = well fitted curve in the direction sought with a large enough effect; inconclusive = small, poorly fitted or top-dose-only effect, or another doubt; inactive = no such curve, though single readings can be large; an effect the other way counts as inactive or inconclusive. Potency is read from the fitted curve at half-maximal effect. The list is partial. The share of hits here may be higher or lower than overall.

SMILES | HttQ103 aggreg | GAA inh | HTT cytoprotect | GAA glycogen mod | GAA spleen mod | GoLoco inh red | IMPase Li inh
Cc1cccc(NC(=O)C2CCCN(S(=O)(=O)c3ccc4c(c3)oc(=O)n4C)C2)c1 (configuration not stated) | 35%[9.22 µM] | . | 5%[10 µM] | -3% | -2% | -1% | .
Cc1cc(C)c(S(=O)(=O)Nc2cccc3nsnc23)c(C)c1 | -5% | ? | 7% | 1% | -5% | -1% | 42%[activator][38.3 µM]
CCOc1ccc(OCC)c(NC(=O)CSc2nc3ccccc3c(=O)n2C)c1 | -6% | -8% | -24%[10 µM] | 1% | -17% | -1% | 3%[38.3 µM]
COC(=O)c1sc(N2CCCCC2)c(C#N)c1N | 9%[9.22 µM] | . | 32%[10 µM] | -2% | -10% | -30% | .
CNC(=O)N(O)C1N(C)C(=O)N(Cc2ccccc2)C1(C)C (configuration not stated) | 1% | 6% | -10% | -20% | -4% | -10% | 22%[38.3 µM]
COC(=O)CCCC[C@@H]1SC[C@@H](NC(=O)OC)[C@@H]1NC(=O)OC | -4% | 5% | -22%[1.9 µM] | 7% | -11% | 6% | 2%
COc1ccc(CC(=O)NCc2nnc(SCC(=O)Nc3cccc(F)c3)n2C)cc1 | 18% | ? | -1%[10 µM] | 13% | 1% | 7% | 6%
O=C1c2ccccc2-c2ccc(C(=O)N3CCCCC3)cc21 | -3%[9.22 µM] | ? | 21%[10 µM] | -8% | 0% | -2% | 5%
COc1cccc(C(=O)C2CCCN(Cc3cn(C)nc3-c3ccccc3)C2)c1 (configuration not stated) | 2%[9.22 µM] | . | 14%[10 µM] | 12% | 0% | -5% | 10%
O=C(COC(=O)CCCSc1nc2ccccc2[nH]1)Nc1ccc(Oc2ccccc2)cc1 | ? | 7% | -8%[10 µM] | -14% | 0% | . | .
COC(=O)c1ccccc1NC(=O)CSc1nc(O)c(-c2ccccc2)c(=O)[nH]1 | 30% | ? | 21%[10 µM] | -11% | -12% | 3% | 4%
CC(=O)Nc1ccc(OS(=O)(=O)c2ccc(C)cc2C)cc1 | 2%[9.22 µM] | -3% | -2%[10 µM] | -13% | 4% | 11% | 8%
CC[n+]1oc(-c2ccccc2)cc1C | -30% | -1% | -3% | -1% | 1% | -1% | 8%
Cc1cc(S(=O)(=O)NC2CCCCC2)c(C)s1 | 10% | 1% | -10% | 7% | -2% | 1% | 9%[38.3 µM]
O=[N+]([O-])c1ccccc1S(=O)(=O)NCC1CCC(CNCC2CCc3ccccc3C2)CC1 (configuration not stated) | . | . | -55%[inhibitor] | . | -6% | -8% | 29%
Cc1ccc(OCCCSc2ncccn2)cc1C | 9% | 3% | 35%[10 µM] | -3% | -1% | -17% | -7%
O=C(Nc1ccc(Br)c(C(F)(F)F)c1)c1ccccc1 | -5% | -3% | 8%[10 µM] | -9% | -15% | 4% | 4%
COc1ccc(/C=C/C(=O)OCC(=O)Nc2ccc(S(N)(=O)=O)cc2)cc1OC | 16% | -2% | . | -4% | 0% | 11% | 8%
CN1CCc2c(OCc3ccc(F)cc3)cccc2C1=O | -26% | -4% | -32% | 3% | . | 13% | -11%
COc1cc(OC)c2c(-c3ccccc3)cc(=O)oc2c1C(CCN1CCCCC1)c1ccc(N(C)C)cc1 (configuration not stated) | 0%[9.22 µM] | . | -19%[10 µM] | -7% | 7%&4% | 2% | .
CC(C)Nc1nc(Oc2ccc(Cl)cc2Cl)cc(C(F)(F)F)n1 | ? | 3% | -9%[10 µM] | -7% | -12% | -8% | 22%
CN1C(=O)SC(Nc2ccccc2)C1=O (configuration not stated) | -24% | 3% | 12%[1.9 µM] | 1% | -4% | 12% | 5%
CCO/C=C1\SC(=S)N(c2ccc(Cl)cc2)C1=O | -2%[9.22 µM] | . | 13%[10 µM] | -27% | -19% | 185%[activator] | .
CCOc1ccc(C(=O)Nc2cccc(-c3cc4ccccc4oc3=O)c2)cc1[N+](=O)[O-] | -32% | 3% | -13% | 2% | -12% | -5% | 0%[38.3 µM]
CCNC(=O)C(C)Oc1ccc(Cl)cc1Cl (configuration not stated) | 3% | 12% | -16% | -15% | 1% | 7% | 10%
COc1ccc(NC(=O)c2cc3ccc4c5ccccc5[nH]c4c3cc2O)cc1 | -10%[9.22 µM] | -4% | -28%[10 µM] | 2% | 6% | 8% | .
Cc1cccc(N2CCN(Cc3cnc(Cl)s3)CC2C)c1 (configuration not stated) | -27% | -10% | -28% | 5% | -4% | 0% | 3%
COc1ccc(NC(=O)c2cc(OC)c(OC)c(OC)c2)cn1 | 5% | -3% | -6% | 7% | -2% | 1% | 4%[38.3 µM]
O=C(NNC1CC(=O)N(c2cccc(Cl)c2)C1=O)c1cccs1 (configuration not stated) | 27% | -10% | 14%[10 µM] | 0% | 0% | -4% | 0%
O=C(O)C(=O)/C(=C\c1ccc([N+](=O)[O-])cc1)c1ccc2ccccc2n1 | -16% | -3% | -83%[inhibitor] | 8% | -1% | 9% | -2%
CC(=O)N1CCN(S(=O)(=O)c2ccc(C)cc2)C1c1ccc(N(C)C)cc1 (configuration not stated) | -11% | -6% | -7% | -7% | -4% | -13% | -9%[38.3 µM]
CCOc1cc(NC(=O)C2CC2)c(OCC)cc1NC(=O)c1cccnc1 | -4% | 2% | -23%[10 µM] | -16% | -7% | 10% | -18%[38.3 µM]
N#Cc1ccccc1OCCOCCNC1CCCC1 | 1% | -10% | -7%[10 µM] | 12% | -7% | 7% | 7%
CCNc1nc(Cl)nc(N(NC(C)=O)C(C)CC)n1 (configuration not stated) | -3% | ? | 17% | 3% | -5% | -1% | 21%[38.3 µM]
COc1ccc(/C=C/C(=O)c2cccs2)cc1OC | . | . | ? | . | 22% | 2% | -15%
CC(=O)NC12CC3CC(C1)CC(C(=O)OCC(=O)Nc1ncc(Cl)c(C)c1Cl)(C3)C2 | -6% | -3% | -3% | 5% | -17% | 31%[activator] | -1%[38.3 µM]
c1cnc(-c2noc(CN3CCN(C4C5CC6CC(C5)CC4C6)CC3)n2)cn1 (configuration not stated) | 8%[9.22 µM] | 10% | 4%[10 µM] | 4% | -3% | 9% | 15%
CCOC(=O)N1CCN(C(=O)CN(c2cccc(OC)c2)S(C)(=O)=O)CC1 | 10% | -1% | -1% | 6% | 4% | 3% | -7%[38.3 µM]
CCc1ccc(NC(=O)CSc2nc(NS(=O)(=O)c3ccccc3)cc(=O)[nH]2)cc1 | 5%[9.22 µM] | -10% | 6%[10 µM] | -4% | -8% | 21% | 5%
CC(SCc1ccccc1)C(=O)N/N=C/c1ccc(OCC(=O)NCc2ccco2)cc1 (configuration not stated) | 10% | 4% | 32%[10 µM] | 10% | -8% | -6% | 5%
Cc1onc(-c2c(Cl)cccc2Cl)c1C(=O)ONC(=O)c1ccccc1 | 5%[9.22 µM] | 6% | -2%[10 µM] | 0% | -4% | 6% | .
O=C(COC(=O)C1(c2ccc(F)cc2)CCCC1)NC1CC1 | 13% | 2% | 1% | 1% | -6% | -12% | 45%[activator][38.3 µM]
CCOC(=O)c1cccc(NC(=O)c2cnccn2)c1 | 11% | -11% | 5%[10 µM] | 3% | 2% | -1% | 30%[38.3 µM]
NC(=O)c1ccccc1NC(=O)Nc1cccc(Cl)c1 | -19% | -13% | -8%[10 µM] | -1% | 3% | 4% | 3%[38.3 µM]
Cc1cc(NC(=O)c2cc(-c3ccncc3)nc3c(C)cccc23)no1 | 0% | 1% | 29% | 0% | -5% | 19% | 11%[38.3 µM]
Nc1c(N2CCCC2)cc(Cl)c2nonc12 | -15% | 2% | -23%[0.074 µM] | -8% | -3% | . | .
CC1=C(/C=C/C(C)=C/C=C/C(C)=C/C=C/C=C(C)/C=C/C=C(C)/C=C/C(=O)[C@]2(C)CC(O)CC2(C)C)C(C)(C)CC(O)C1 (some centres not stated) | . | . | -2% | . | -6% | 0% | -2%
CCCCC(=O)Nc1cccc(NC(=S)NC(=O)COc2ccccc2Cl)c1 | 3% | 3% | -14%[10 µM] | -2% | 0% | -10% | -8%
C=CCNc1nc(NCC)nc(N2CCOCC2)n1 | 1% | 1% | -24% | 1% | -1% | 5% | -16%[38.3 µM]
CCCCn1c(N)c(N(CC)C(=O)c2ccc3c(c2)S(=O)(=O)c2ccccc2C3=O)c(=O)[nH]c1=O | -1% | ? | 6% | -13% | -2% | -19% | 0%[38.3 µM]

Arranged by the number under GAA inh (ascending): 3 from the list above
canonical_smiles,GAA inh
NC(=O)c1ccccc1NC(=O)Nc1cccc(Cl)c1,-13%
C=CCNc1nc(NCC)nc(N2CCOCC2)n1,1%
CCCCC(=O)Nc1cccc(NC(=S)NC(=O)COc2ccccc2Cl)c1,3%

Shown as labelled records: 2 of the compounds above
> NC(=O)c1ccccc1NC(=O)Nc1cccc(Cl)c1
  HttQ103 aggreg: -19%	GAA inh: -13%	HTT cytoprotect: -8%[10 µM]	GAA glycogen mod: -1%	GAA spleen mod: 3%	GoLoco inh red: 4%	IMPase Li inh: 3%[38.3 µM]
> Cc1cc(NC(=O)c2cc(-c3ccncc3)nc3c(C)cccc23)no1
  HttQ103 aggreg: 0%	GAA inh: 1%	HTT cytoprotect: 29%	GAA glycogen mod: 0%	GAA spleen mod: -5%	GoLoco inh red: 19%	IMPase Li inh: 11%[38.3 µM]

(next part)
SMILES | HttQ103 aggreg | GAA inh | HTT cytoprotect | GAA glycogen mod | GAA spleen mod | GoLoco inh red | IMPase Li inh
COCCCNC(NC(=O)c1ccc(C)cc1)C(Cl)(Cl)Cl (configuration not stated) | -26% | -10% | -3% | -2% | -11% | -1% | -2%[38.3 µM]
COC(=O)Cc1cc(=O)oc2c(C)c(O)ccc12 | 20% | ? | -8%[10 µM] | 4% | 25% | -3% | -22%
COc1ccc(S(=O)(=O)NCCN2CCNC2=O)cc1OC | -8%[9.22 µM] | -5% | 5%[10 µM] | 8% | 1% | 7% | .
COC(=O)c1cn(CC(=O)Nc2ccc(F)cc2)c2ccccc12 | 20% | 0% | -39% | 3% | 1% | -4% | -6%
O=C1c2ccccc2C(=O)N1CCN1CCCCC1 | 4% | -3% | 17% | -4% | 2% | 3% | 24%[38.3 µM]
CCCCN1C(=O)C(O)=C(C(C)=O)C1c1ccccc1[N+](=O)[O-] (configuration not stated) | -9%[9.22 µM] | -2% | 1% | -13% | 1% | -12% | -6%
Nc1c(Nc2ccccc2)c2ccccc2oc1=O | -17% | -2% | -1%[10 µM] | ? | -4% | -6% | 5%
Cc1ccc(OCC(=O)Nc2ccccc2Sc2ccccc2)c([N+](=O)[O-])n1 | 5% | -11% | 19%[10 µM] | 2% | -2% | 2% | 10%

Screening results as filed in PubChem.
